From PubChem BioAssay
PGC1a acetyl inh: PGC1a acetylation modulation, inhibitor mode | U2OS PGC1a acetylation, AlphaScreen anti-acetyl-lysine; with virally co-expressed GCN5 acetyltransferase | 0.17% of 350,000 active | AID 651687 | inhibition, % at 15.6 µM;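 active = every replicate shows inhibition of at least 40%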;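 also: 0% = neutral control wells and 100% = positive control wells; some results beyond the cut were filed as inactive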
miR122 inh: inhibitors of miR-122 in Huh7 cells; Huh7 miR-122 Renilla luciferase sensor, 48 h; neutral wells = 0, positive control = 100; activation (reporter increase), % at 12.5 µM; 0.3% of 340,000 active; AID 602342;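 active = mean replicate activation score at least 90 and every replicate individually at or above 90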;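 also: higher luciferase means less miR-122 activity so hits act as miR-122 inhibitors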
RAD52 inh: RAD52 (human) annealing inhibition. recombinant RAD52 DNA annealing, FRET fluorescence. inhibition, % at 18.7 µM. 0.46% of 360,000 active. AID 651710;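 active = every replicate showing at least 50% inhibition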
Cneo AK release: causes C. neoformans cell lysis | adenylate kinase release luminescence, 4 h; normalised: neutral wells 0, clomiphene wells 100 | lysis activity, % at 15 µM | 0.2% of 360,000 active | AID 651654;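 active = mean lysis activity across replicates of at least 80%, whatever share of replicates individually reach that level; inactive = mean lysis activity below 80%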
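Schedule: static 4 h at 37 °C with compound, 1 h detection; system: C. neoformans cells; benchmarks: Clomiphene as positive control; buffer or medium: fresh YPD medium; measure: luminescence rise reflecting yeast cell lysis; measured by: luminescent adenylate kinase detection reagent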
RAD54 branch: inhibitors of human RAD54 branch migration; Q92698; RAD54 Holliday junction branch migration, FAM/BHQ fluorescence; inhibition, % at 10.4 µM; 0.14% of 360,000 active;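 active = mean normalized replicate activity at least 40 and at least half of replicates scoring 40 or more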;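 also: 0% = median of neutral control wells and 100% = median of positive control wells; inhibitors cause a drop in the FAM fluorescence signal; in these data hits start at about 50%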
Target sequence (Q92698 whole entry, looked up): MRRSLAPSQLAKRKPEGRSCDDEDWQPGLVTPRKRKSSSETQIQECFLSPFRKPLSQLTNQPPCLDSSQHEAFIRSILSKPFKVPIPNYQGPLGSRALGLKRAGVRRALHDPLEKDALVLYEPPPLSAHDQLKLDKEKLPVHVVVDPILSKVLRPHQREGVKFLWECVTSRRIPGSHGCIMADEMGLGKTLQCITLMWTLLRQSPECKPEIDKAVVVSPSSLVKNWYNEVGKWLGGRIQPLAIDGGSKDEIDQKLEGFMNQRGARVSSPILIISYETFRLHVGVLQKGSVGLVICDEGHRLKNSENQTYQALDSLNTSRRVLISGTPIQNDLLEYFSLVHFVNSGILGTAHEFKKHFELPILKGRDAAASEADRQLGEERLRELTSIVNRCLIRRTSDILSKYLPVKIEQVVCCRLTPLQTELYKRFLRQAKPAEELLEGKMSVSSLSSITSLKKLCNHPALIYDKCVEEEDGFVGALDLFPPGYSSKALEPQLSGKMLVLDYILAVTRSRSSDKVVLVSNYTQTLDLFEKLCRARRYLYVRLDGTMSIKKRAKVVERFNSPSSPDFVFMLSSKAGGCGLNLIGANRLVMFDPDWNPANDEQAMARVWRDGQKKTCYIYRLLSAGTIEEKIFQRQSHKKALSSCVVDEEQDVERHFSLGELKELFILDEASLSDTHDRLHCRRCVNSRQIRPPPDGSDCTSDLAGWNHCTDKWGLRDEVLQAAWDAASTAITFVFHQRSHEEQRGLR
PglD inh: PglD (C. jejuni) enzyme inhibition; purified PglD enzyme, DTNB colorimetric CoA detection; inhibition, % at 12.5 µM; 0.098% of 360,000 active; in the data active = inhibition above about 16%, passing the limit was not always enough; also: strong numbers were not always called active
E-sel inducer: E-selectin induction on HUVECs | P16581 | HUVEC E-selectin immunofluorescence imaging; normalized: neutral wells 0, TNF-alpha wells 100 | activation, % at 7.58 µM | 0.37% of 260,000 active;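 active = mean E-selectin-positive cell signal at least 10% of the positive control, reached in at least 60% of replicates, without over 20% cell loss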;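 also: in these data hits start at about 27%; measured in HUVEC primary endothelial cells; signal is the percent of cells scored E-selectin positive by PE staining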
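Test system – human umbilical vein endothelial cells (HUVEC), E-selectin induction · Input – 3,000 HUVEC seeded per well · Buffer or medium – EGM-2, gelatin · Compound dosing – single-point compound dose · Detection – immunofluorescence imaging · Measure – percent E-selectin-positive cells · Controls – TNF-alpha high, DMSO low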
ERAP1 inh: blocks human ERAP1 aminopeptidase activity. Q9NZ08. recombinant ERAP1, Leu-AMC fluorescence, 60 min. 0.15% of 340,000 active. AID 652197. inhibition, % at 10.7 µM;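 active = mean replicate inhibition of at least 30%, or all replicates individually reaching that 30% level; inactive = mean below 30% and not every replicate reaching it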;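 also: 0% = neutral control wells and 100% = L-leucinethiol positive control wells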
Active calls of the source: *; . = no result given; [ ] = remark or other dose.

mol,PGC1a acetyl inh,miR122 inh,RAD52 inh,Cneo AK release,RAD54 branch,PglD inh,E-sel inducer,ERAP1 inh
O=C(NNC(=O)c1ccccc1C(F)(F)F)c1csc(N2CCOCC2)n1,.,1.8,-4.0,0.9,0.4,0.3,.,-1.0
CN(C)S(=O)(=O)N1CCC(C(=O)O)(c2ccccc2)CC1,6.5,-4.5,.,6.1,3.3,-5.9,.,.
CCOc1ccc(C(=O)C(C)OC(=O)CN2C(=O)NC(C)(C)C2=O)cc1 (stereo not given),11.9,-5.8,-8.9,0.2,-1.9,-4.6,.,-0.4
CCCCC1CCC(c2nc(-c3ccccn3)no2)CC1 (stereo not given),6.0,2.2,.,0.3,-8.5,-1.2,.,.
COc1ccccc1CNC(=O)c1cc(-c2ccccc2)nn1Cc1cc(C)no1,-15.2,-1.9,-9.1,-0.9,8.4,1.1,-0.7,-2.5
CC(C)N(C(=O)[C@H]1C[C@H](CC(=O)NC(C)(C)C)C(=O)N2CCc3c([nH]c4ccc(Cl)cc34)[C@]12C)C(C)C,-6.5,-4.3,-6.3,-3.7,-23.4,5.8,-1.9,.
CC1(C)CC(=O)CC2(C1)NCC(c1ccccc1Cl)c1c2[nH]c2ccccc12 (stereo not given),-1.8,7.7,-5.9,0.4,1.2,0.0,1.0,-0.5
O=C(NCCCN1CCN(C2CCCCC2)CC1)Nc1ccccc1C(F)(F)F,-8.7,3.9,.,-0.7,-7.0,-4.4,.,.
O=C(CCc1ccccc1)N1CCN(S(=O)(=O)c2cccs2)CC1,5.5,.,-3.9,-2.1,-2.6,2.8,-0.1,4.8
CCCNC(=O)C[C@H]1CC[C@@H]2[C@H](COC[C@@H](O)CN2Cc2ccc(Cl)c(Cl)c2)O1,-3.1,4.4[16.7 µM],6.8,5.0,2.8,2.0,0.0,2.4
C[C@@H]1CN([C@@H](C)CO)S(=O)(=O)c2ccc(-c3ccccc3)cc2O[C@@H]1CN(C)Cc1ccncc1,-6.7,-3.5[16.7 µM],8.8,-7.3,-0.9,-2.9,-0.5,1.9
C[C@H]1CN([C@@H](C)CO)C(=O)c2cc(-c3cncnc3)cnc2O[C@@H]1CN(C)C(=O)CN1CCOCC1,-1.4,5.8[16.7 µM],.,7.6,.,.,-0.1,.
O=C(C1=C(O)C(=O)N(CCN2CCOCC2)C1c1cccnc1)c1cc2ccccc2o1 (stereo not given),1.9,0.7,.,6.3,-10.4,-3.9,.,.
COc1ccc(-c2nc(CS(=O)(=O)CC(=O)NCCc3ccc(C)cc3)c(C)o2)cc1,4.7,-3.3,-8.9,0.9,7.7,8.7,.,-2.7
COCc1[nH]nc2c1C1(CCC3(CC1)OCCO3)C(C#N)=C(N)O2,5.8,-12.0,.,4.8,-13.3,1.9,.,.
O=C(C1CCOCC1)N1CCCC(N2CCN(c3cccc(Cl)c3)CC2)C1 (stereo not given),6.6,.,3.1,2.3,-4.1,0.3,-0.1,-1.6
Cc1c(N=CN2CCOCC2)c(=O)n(C)c(=O)n1C,1.9,-10.3,.,0.3,-9.2,5.4,.,.
C[C@@H]1CN([C@@H](C)CO)C(=O)c2cc(NC(=O)C3CCCCC3)ccc2O[C@@H](C)CCCCO[C@H]1CN(C)S(=O)(=O)c1cccs1,-9.2,19.8[16.7 µM],-22.1,4.5,-1.1,6.9,-0.3,0.8
CCn1c(SCC(=O)O)nnc1-c1cc2c(C)nn(-c3ccccc3)c2s1,-3.7,-1.8,0.9,0.0,-0.8,-7.6,.,2.7
CCOC(=O)c1c(N)sc(C(=O)N2CCCC(C(N)=O)C2)c1C (stereo not given),15.2,-5.2,.,2.8,6.8,-1.5,.,.
C[C@@H]1CN([C@H](C)CO)S(=O)(=O)c2ccc(Br)cc2O[C@@H]1CN(C)CC1CC1,-4.1,0.5[16.7 µM],7.5,-1.1,-4.6,-0.1,-0.8,-1.5
Cc1ccc(C2(C(F)(F)F)NC(=O)N3C(=C2C#N)Nc2ccccc23)cc1 (stereo not given),3.0,21.0,.,-0.1,6.2,-5.4,.,.
CC12CCC(=O)C=C1CCC1C2C(=O)CC2(C)C1CC[C@]2(O)C(=O)CO (stereo not given in full),-12.9,-4.5,-9.4,1.8,-3.4,2.4,0.1,-1.5
O=C(Nc1ccc(F)cc1)NC1(C(=O)NCc2ccco2)CCCCC1,-2.4,23.0,.,-0.7,-2.8,3.6,.,.
CCOC(=O)C1CCCN(Cc2sccc2C)C1 (stereo not given),-9.8,2.3,.,-2.7,-5.8,3.2,.,.
Cc1nn(Cc2ccccc2Cl)c2sc(C(=O)NCCCn3ccnc3)cc12,-17.5,6.3,.,-3.1,4.5,-1.4,.,.
COc1ccc(CN2C3CCC2CC(NC(=O)c2cccc(F)c2)C3)cc1 (stereo not given),-0.6,4.3,-27.7,3.0,-8.0,-3.9,-0.8,-3.3
OCC[C@@H]1C[C@@H](O)[C@H](O)[C@]2(OCc3ccccc32)O1,-4.1,-3.8,-8.4,-1.9,6.8,-2.5,-0.1,1.0
CCOC(=O)CC(=O)Nc1cc(Cl)ccc1O,4.9,0.8,.,8.2,-0.1,0.9,.,.
Nc1nc(-c2ccccc2)[nH]c(=O)c1N=O,.,.,0.4,1.9,-9.0,6.8,0.0,-0.5
O=C(COC(=O)COc1ccccc1)NCc1ccc2c(c1)OCO2,0.1,2.2,10.4,-4.6,-6.1,-0.4,0.0,2.2
C[C@H]1CN([C@@H](C)CO)C(=O)CCCn2nncc2CO[C@@H]1CN(C)S(=O)(=O)c1ccccc1F,-2.0,3.1[16.7 µM],-6.3,1.8,5.8,0.9,1.0,2.3
C=CCSc1nnc(NC(=O)c2cccc(S(=O)(=O)N(C)c3ccccc3)c2)s1,-3.3,-2.0,.,-1.8,-8.2,-1.9,-0.3,.
N#C[C@H]1[C@@H](c2ccccc2-c2ccccc2F)[C@@H](CO)N1C(=O)C1CCC1,-11.5,.,14.6,.,.,.,-0.1,-0.6
CCc1nc2cc([N+](=O)[O-])c([N+](=O)[O-])cc2[nH]1,.,13.7,-3.8,10.9,-5.0,-2.3,.,-0.5
COc1ccc(C2NC(=S)NC3=C2CCc2cc(OC)ccc23)cc1 (stereo not given),0.3,-2.7,.,2.6,0.8,0.1,.,.
CCCC(C)NS(=O)(=O)c1ccccc1 (stereo not given),0.1,6.7,.,-0.7,0.8,-4.5,.,.
CC(=O)N1CCCCN2[C@H](CO)[C@H](c3ccc(-c4ccc(F)cc4)cc3)[C@H]2C1,9.6,2.6[16.7 µM],.,1.1,5.6,2.0,0.6,.
O=C(N/N=C/c1c[nH]c2ccccc12)c1ccccc1,25.4,3.6,-3.2,-1.7,5.0,-3.3,.,-0.7
COc1ccc(CCNC(=O)COC(=O)CCC(=O)c2ccc(F)cc2)cc1,7.7,-3.7,-13.6,-2.2,-0.5,-3.8,-0.1,-0.8
C/C(=N/n1cnnc1)c1cccnc1,7.5,-2.6,.,-2.2,3.2,-1.6,.,.
Cc1cccc(OCC(=O)Nc2ccccc2C(=O)N2CCOCC2)c1,-0.6,-6.9,.,-0.6,-3.2,-2.9,0.0,.
CCCC#Cc1ccc2c(c1)O[C@H](CN(C)C(=O)C1CC1)[C@@H](C)CN([C@H](C)CO)S2(=O)=O,-3.1,7.8[16.7 µM],13.3,2.0,1.1,-0.9,0.5,-1.1
C[C@@H]1CN([C@@H](C)CO)C(=O)c2cc(-c3ccc(F)cc3)cnc2O[C@H]1CN(C)C(=O)c1ccccc1F,7.0,2.5[16.7 µM],23.7,3.2,7.5,3.9,-0.6,-2.9
COc1cc2nc(SCc3ccc(Cl)cc3Cl)n(Cc3cccs3)c(=N)c2cc1OC,-1.9,-2.1,.,3.5,0.2,-3.3,.,.
CCCCN(C(=O)c1cc(=O)[nH]c2ccccc12)c1c(N)n(CCCC)c(=O)[nH]c1=O,.,.,-12.1,-2.5,-3.9,2.9,-0.9,-1.5
CCCn1c(N)c(C(=O)CN(C)CC(=O)Nc2ccccc2C(F)(F)F)c(=O)[nH]c1=O,9.1,1.6,-17.5,-0.9,2.7,-0.2,-0.6,5.1
CC(C)Cn1cnc2c(SCc3ccccc3)nc(N)nc21,1.0,4.9,-8.7,-2.2,4.4,3.4,0.2,-0.9
C[C@@H]1CN([C@H](C)CO)C(=O)c2cc(NC(=O)CCC(F)(F)F)ccc2O[C@@H](C)CCCCO[C@@H]1CN(C)S(=O)(=O)c1cn(C)cn1,.,7.2[16.7 µM],-9.8,-1.5,-6.1,-2.0,-0.2,-1.6
CCOC(=O)c1oc2nc3c(cc2c1N)COC(C)(C)C3,-63.1,-1.5,.,-0.1,5.5,.,.,.
CCOC(=O)c1c(NC(NC(=O)C(C)C)C(Cl)(Cl)Cl)sc2c1CCC2 (stereo not given),-8.9,-3.6,.,-1.1,-5.6,-6.6,.,.
CC(NC(=O)CSc1nc2ccccc2c(=O)[nH]1)c1ccccc1 (stereo not given),.,-6.8,.,0.2,9.2,-2.1,.,.
COC(=O)c1cc(NC2c3ccccc3C(=O)N2CCN2CCOCC2)cc(C(=O)OC)c1 (stereo not given),.,-0.7,-1.4,-2.0,-2.1,2.7,-2.3,2.0
Cc1cccc(S(=O)(=O)N2C[C@H]3[C@@H](c4ccccc42)[C@@H](CO)N3Cc2ccccn2)c1,-12.4,-16.7[16.7 µM],-31.8,-1.3,-27.7,3.2,-0.2,-0.1
COc1ccc(N2CCN(C(=O)c3cc4c(s3)-c3ccccc3S(=O)(=O)C4)CC2)cc1,10.9,-4.1,-14.8,3.6,-13.9,0.7,4.3,.
COc1cc(OC)cc(-n2nnnc2SCC(=O)N2CCCC2)c1,1.9,-0.5,.,-6.0,4.3,9.9,.,.
Cc1cccc(N2CCN(C(=O)c3cn(C)c(=O)c4c3c3ccccc3n4C)CC2)c1C,-88.4,12.4,4.6,3.3,-0.9,-3.4,.,-2.7
O=C(c1cc(-c2ccccc2)nc2ccccc12)N1CCN(c2ccccc2O)CC1,.,-5.3,-4.3,-2.5,6.2,4.5,0.1,-4.6
CCC(C)NC(=O)CSc1n[nH]c(-c2cc(Cl)ccc2OC)n1 (stereo not given),-10.5,4.7,-9.4,2.3,8.2,4.3,1.5,0.7
C[C@@H]1CN([C@@H](C)CO)S(=O)(=O)c2ccc(-c3cccc(C#N)c3)cc2O[C@@H]1CN(C)C(=O)c1ccccc1,-4.5,9.3[16.7 µM],-1.7,1.3,4.8,-0.6,-0.4,1.1
O=C(COc1ccc(Cl)cc1)Nc1nnc(C2=COCCO2)o1,3.6,.,-18.9,.,.,.,4.2,1.5

Full records, quoted from the list:
O=C(c1cc(-c2ccccc2)nc2ccccc12)N1CCN(c2ccccc2O)CC1 across the screens: PGC1a acetyl inh: .; miR122 inh: -5.3; RAD52 inh: -4.3; Cneo AK release: -2.5; RAD54 branch: 6.2; PglD inh: 4.5; E-sel inducer: 0.1; ERAP1 inh: -4.6
CCOC(=O)c1c(NC(NC(=O)C(C)C)C(Cl)(Cl)Cl)sc2c1CCC2 (stereo not given) across the screens: PGC1a acetyl inh: -8.9; miR122 inh: -3.6; RAD52 inh: .; Cneo AK release: -1.1; RAD54 branch: -5.6; PglD inh: -6.6; E-sel inducer: .; ERAP1 inh: .
